JMJD2C inh: human JMJD2C demethylase inhibition; GST-JMJD2C(1-420) H3K9me3 demethylation, DELFIA europium; inhibition, % at 2.35 µM; actives 0.069% (n = 330,000); AID 2099;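 active = more than half of a compound's replicate wells show inhibition beyond 50%, single wells judged on their own value; inconclusive = some, but no more than half, of replicates pass 50% inhibition; inactive = no replicate passes 50% inhibition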;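 note: signal counts dimethyl H3K9 product captured on neutravidin plate; 0% = median of DMSO wells and 100% = 0.3 times that DMSO median; strong numbers were not always called active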
RPL19A-GFP yeast: yeast TOR pathway RPL19A-GFP modulation. percent response vs DMSO, % at 10 µM. S. cerevisiae RPL19A-GFP strain, flow cytometry, 3 h; active compounds read low. actives 0.3% (n = 330,000);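 active = percent response vs DMSO below 50%; inconclusive = fewer than 70 events counted for the yeast strain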;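 note: median channel GFP fluorescence of the barcoded RPL19A-GFP strain; ratio of sample median GFP to plate DMSO average so 100% = DMSO; lower means less RPL19A-GFP as with rapamycin TOR inhibition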
proCasp7 act: counter-screen for procaspase-3 activators: activators of human procaspase-7; P55210; recombinant procaspase-7, Ac-DEVD-pNA absorbance 405 nm; D23A/D198A/D206A triple mutant, cannot self-cleave; scale: DMSO 0, 5 µM enzyme 100; activation, % at 8.5 µM; actives 0.093% (n = 330,000); AID 463210;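 active = percent activation above the screen-wide mean plus 3 SD, cut at about 25% in these data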
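Material: Procaspase-7 triple mutant (PC-7 D3A) | Quantity: 2 µM procaspase-7 mutant as dispensed | Reagent: DEVD-pNA substrate | Times: 1 h preincubation, 2 h reaction | Technique: 405 nm absorbance of p-nitroaniline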
MEP2 TOR yeast: yeast TOR pathway MEP2-GFP modulation | S. cerevisiae MEP2-GFP strain, flow cytometry GFP, 3 h; 100% = DMSO control level | GFP response vs DMSO, % at 10 µM | actives 0.51% (n = 330,000);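 active = GFP response versus DMSO above a set limit, roughly screen mean plus 3 SD, cut at about 180% in these data; inconclusive = fewer than 70 cells counted for a yeast strain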;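 note: median GFP fluorescence of the barcode-gated MEP2-GFP cells per well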
CR mimetic SO: caloric restriction mimetics inhibiting age-related superoxide in yeast; superoxide response (% of plate mean), % at 10 µM; actives 0.18% (n = 330,000); S. cerevisiae aged cells, superoxide DHE fluorescence; active compounds read low;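 active = superoxide response under a set limit, about three screen SD below normal, cut at about 65% in these data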;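 note: yeast aged for seven days with compound at 30 °C before DHE staining; 100% = average MFI of all compound-treated wells on the plate with controls excluded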
LAP4 TOR yeast: alters LAP4-GFP fluorescence in TOR pathway yeast screen. S. cerevisiae LAP4-GFP multiplex, flow cytometry GFP, 3 h; median GFP as percent of DMSO wells. GFP response vs DMSO, % at 10 µM. actives 0.34% (n = 320,000);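 active = GFP response vs DMSO above a set limit, about the screen mean plus 3 SD, cut at about 150% in these data; inconclusive = under 70 cell events counted for the yeast strain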
AHR act: human AHR activation; AID 2796; P35869; AHR-responsive luciferase reporter cells, luminescence; activation, % at 5 µM; actives 2.5% (n = 320,000); in the data active = activation above about 47%;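 note: 0% = vehicle wells and 100% = reference agonist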
Target sequence (P35869 whole entry, looked up): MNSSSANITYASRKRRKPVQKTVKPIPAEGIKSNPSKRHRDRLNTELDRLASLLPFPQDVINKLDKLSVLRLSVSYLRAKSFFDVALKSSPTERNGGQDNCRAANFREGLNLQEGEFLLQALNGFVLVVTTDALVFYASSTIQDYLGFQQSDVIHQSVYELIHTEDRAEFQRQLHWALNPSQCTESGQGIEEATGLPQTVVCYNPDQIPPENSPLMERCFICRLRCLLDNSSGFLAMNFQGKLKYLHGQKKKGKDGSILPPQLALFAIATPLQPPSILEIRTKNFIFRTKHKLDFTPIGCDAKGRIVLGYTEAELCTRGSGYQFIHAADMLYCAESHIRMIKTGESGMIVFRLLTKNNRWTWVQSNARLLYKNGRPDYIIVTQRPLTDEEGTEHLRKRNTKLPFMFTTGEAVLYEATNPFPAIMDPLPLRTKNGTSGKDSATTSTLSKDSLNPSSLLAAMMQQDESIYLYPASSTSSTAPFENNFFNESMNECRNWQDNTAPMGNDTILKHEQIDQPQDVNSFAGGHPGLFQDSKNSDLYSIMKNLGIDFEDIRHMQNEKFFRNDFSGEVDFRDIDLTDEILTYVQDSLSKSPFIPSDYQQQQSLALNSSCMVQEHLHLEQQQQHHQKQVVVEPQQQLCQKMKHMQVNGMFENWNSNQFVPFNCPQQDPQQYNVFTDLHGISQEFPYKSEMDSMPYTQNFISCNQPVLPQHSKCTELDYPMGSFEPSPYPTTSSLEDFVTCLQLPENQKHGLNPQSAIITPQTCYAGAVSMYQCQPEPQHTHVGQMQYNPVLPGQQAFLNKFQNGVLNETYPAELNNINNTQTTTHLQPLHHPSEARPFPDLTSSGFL
proCasp3 act: procaspase-3 (human) activation | P42574 | recombinant procaspase-3 D3A, Ac-DEVD-pNA absorbance 405 nm | activation, % at 8.5 µM | actives 0.11% (n = 330,000) | AID 463141;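 active = activation above the mean of all tested compounds plus 3 SD, cut at about 21% in these data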;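 note: 0% = DMSO alone and 100% = DMSO wells spiked with extra 5 µM PC-3 D3A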
Target sequence (P42574 whole entry D9A/D28A/D175A): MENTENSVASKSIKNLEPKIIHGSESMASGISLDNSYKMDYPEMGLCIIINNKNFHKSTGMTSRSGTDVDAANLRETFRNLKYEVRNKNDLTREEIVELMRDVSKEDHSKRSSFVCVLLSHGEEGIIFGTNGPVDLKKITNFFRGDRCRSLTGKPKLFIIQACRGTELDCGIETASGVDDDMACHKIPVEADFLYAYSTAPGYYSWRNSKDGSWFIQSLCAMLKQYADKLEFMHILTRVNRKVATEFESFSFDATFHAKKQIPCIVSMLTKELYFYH
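Test system: Procaspase-3 D3A mutant; medium: Zinc-free HEPES/NaCl buffer with 0.01% Triton X-100 at pH 7.4; reagent: DEVD-pNA substrate; doses: one concentration, 8.5 µM nominal, 0.8% DMSO; times: 1 h preincubation plus 2 h reaction at 25 °C; signal: Epi-absorbance at 405 nm of released p-nitroaniline, 0 and 120 min; replicates: singlicate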
* = called active by the depositor; ? = inconclusive; . = no result given; & = joins results of further samples; [ ] = remark or other dose.

SMILES | JMJD2C inh | RPL19A-GFP yeast | proCasp7 act | MEP2 TOR yeast | CR mimetic SO | LAP4 TOR yeast | AHR act | proCasp3 act
COc1ccc(Br)cc1CN(C)C(=O)c1ccccc1OCc1c(C)noc1C | -4 | 102 | 6 | 99 | 110 | 120 | 5 | 16
Cc1ccc(-c2nnc(CSc3nnc(COc4ccccc4)n3-c3ccccc3)o2)cc1 | -14&4 | 105 | 6 | 102 | 95 | 97 | 3 | -1
Cc1cccc(NC(=O)c2cccc(NS(=O)(=O)c3ccc(Cl)cc3)c2)c1 | -7 | 98 | -10 | 107 | 120 | 97 | 5 | -2
O=C(Nc1ccccc1C(=O)O)c1cccc(NC(=O)c2ccco2)c1 | -18 | 110 | -8 | 107 | 105 | 99 | -3 | 0
Cc1ccccc1NC(=O)c1c2c(nc3ccccc13)CCC2 | 4 | 91 | 7 | 99 | 96 | 98 | 4 | -6
O=C(COC(=O)c1cc(Cl)ccc1O)NCCC1=CCCCC1 | 0 | 93 | 12 | 98 | 103 | 96 | 0 | -4
COc1ccc(-n2c(=O)c3ccccc3c3ccccc3c2=O)cc1 | -7 | 100 | 3 | 90 | 89 | 95 | 2 | -8
COc1ccc(CCNC(=O)CCC(=O)Nc2ccc3nc(N4CCN(C)CC4)cc(C)c3c2)cc1OC | 8 | 96 | 7 | 103 | 101 | 105 | 5 | -1
CSCCC(NC(=O)c1ccccc1Cl)C(=O)NNC(=O)c1ccncc1 (stereo not given) | -12 | 98 | 3 | 105 | 99 | 103 | 2 | -3
O=C(COC(=O)c1ccc(NS(=O)(=O)c2ccc3c(c2)OCCO3)cc1)NCC1CCCO1 (stereo not given) | 14&1 | 100 | 3 | 106 | 108 | 102 | 0 | -3
O=C(CCC(=O)c1cccs1)NCc1ccc(Cl)cc1 | 13 | 101 | 6 | 110 | 88 | 99 | -3 | 5
CCN(CC)S(=O)(=O)c1cccc(-c2n[nH]c(=S)n2C)c1 | -16 | 95 | -6 | 101 | 99 | 97 | -2 | -3
O=C(Cc1ccc(Br)cc1)NC1CCSC1=O (stereo not given) | 14 | 97 | -7 | 97 | 94 | 102 | 0 | 8
CCOc1cccc2sc(N(CCCN(C)C)C(=O)c3ccc(S(=O)(=O)N4CCCCCC4)cc3)nc12 | -4 | 108 | 3 | 100 | 92 | 99 | 3 | 1
COc1ccc(-c2nc(N=Nc3ccc(O)cc3)n[nH]2)cc1 | -129 | 102 | -1 | 96 | 95 | 93 | 19 | -14
Cc1cccc(NC(=O)c2nc[nH]c2C(=O)N2CCN(c3ccccc3)CC2)c1 | . | 96 | 6 | 101 | 99 | 128 | 5 | -4
CSc1ncccc1C(=O)OCC(=O)N(C)c1c(N)n(Cc2ccccc2)c(=O)[nH]c1=O | -8 | 100 | 5 | 102 | 94 | 94 | 1 | 3
O=C(CSc1n[nH]c(-c2ccco2)n1)Nc1ccccc1Cl | -13 | 89 | 5 | 87 | 95 | 85 | -3 | 3
Cc1ccc(C)c(NC(=O)CCN2CCCC(C)C2)c1 (stereo not given) | -6 | 97 | -4 | 108 | 106 | 96 | 3 | -2
O=C(CSc1nnc(-c2ccc(Br)cc2)o1)N1CCN(C(=O)c2ccco2)CC1 | -13 | 97 | -1 | 104 | 102 | 100 | 3 | 1
COc1ccc(N2CCN(C(=O)c3sc4ncn(CC(=O)N5CCCCC5C)c(=O)c4c3C)CC2)cc1 (stereo not given) | -7 | 101 | -6 | 98 | 87 | 96 | 1 | 6
CCCCOc1c(Cl)cc(C(=O)N(C)CC(=O)Nc2ccc(N3CCOCC3)cc2)cc1OCC | -7 | 85 | 3 | 90 | 98 | 83 | 12 | 0
COc1ccc(OCc2cc(C(=O)N3CCN(C4CCCC4)CC3)no2)c(Cl)c1 | -6 | 93 | 9 | 99 | 111 | 102 | 13 | -3
Cc1[nH]n(-c2ccccc2)c(=O)c1CCO | -13 | 93 | 5 | 97 | 96 | 104 | 6 | 2
CCN(CC)C(=O)COc1ccc2oc(C)c(C(=O)OC)c2c1 | 10 | 106 | -5 | 105 | 99 | 100 | 16 | -5
COc1ccc(/C=N/NC2=NS(=O)(=O)c3ccccc32)cc1 | 8 | 103 | 9 | 104 | 102 | 95 | 2 | 3
CCN(CC)S(=O)(=O)c1cccc(NC(=O)CCNC(=O)NC23CC4CC(CC(C4)C2)C3)c1 | 0 | 99 | -4 | 96 | 95 | 103 | 0 | 6
CC(=O)OC(C(=O)NCCc1ccccc1)c1cccnc1 (stereo not given) | 25 | 48*[may fluoresce violet] | 0 | 234*[may fluoresce violet] | 91 | 85[may fluoresce violet] | -1 | 11
Cc1cccc(C(=O)NNC(=S)NC(=O)c2cccs2)c1 | -20 | 107 | -9 | 109 | 200 | 114 | 21 | -7
CCN(C(=O)Nc1ccccc1)c1ccccc1 | 7 | 102 | 1 | 107 | 105 | 98 | 0 | 7
Nc1nc(NCC2CCCO2)nc(Nc2cccc(F)c2)c1[N+](=O)[O-] (stereo not given) | -3 | 98 | 3 | 94 | 104 | 114 | 5 | -6
Cc1cc(OCC(=O)NC2CCN(Cc3ccccc3)CC2)c2c(C)c(C)c(=O)oc2c1 | 89 | 100 | 2 | 100 | 102 | 98 | 2 | 0
CCOCCCNC(=S)N1CCCN(c2nc3cc(C)cc(C)c3cc2C#N)CC1 | -1 | 97 | -2 | 95 | 98 | 98 | 2 | -1
Cc1ccc(N2/C(=N/c3nc(C)cc(C)n3)NC(=O)CC2C(=O)O)cc1 (stereo not given) | 4 | 100 | 7 | 103 | 83 | 97 | 1 | -4
O=C1/C(=C/c2ccncc2)CCc2ccccc21 | -19 | 93 | 4 | 91 | 97 | 108 | 3 | 11
COc1ccccc1C/C(N)=N/OC(=O)c1ccc2c(c1)OCO2 | 1 | 97 | 4 | 87 | 89 | 110 | 8 | -5
Cn1nc(C(=O)N2CCN(c3ccc([N+](=O)[O-])cc3)CC2)c2c1-c1ccccc1S(=O)(=O)C2 | 1 | 95 | 0 | 93 | 91 | 95 | 1 | -4
O=C(NCc1cccs1)C1CC(c2ccc(Cl)c(Cl)c2)=NO1 (stereo not given) | -1 | 101 | 10 | 66 | 107 | 101 | -1 | 5
O=C(/C=C/c1ccc(Cl)cc1)N(Cc1cccs1)C1CCS(=O)(=O)C1 (stereo not given) | -2 | 106 | -1 | 103 | 99 | 107 | -3 | 6
Cc1ccc2c(c1)C(c1ccccc1)N(C(=O)c1ccccc1[N+](=O)[O-])CC(=O)N2 (stereo not given) | 1 | 102 | . | 106 | 102 | 94 | . | .
Cc1ccc(NC(=O)CN(c2ccccc2)S(=O)(=O)N(C)C)cc1 | -3 | 98 | 0 | 102 | 97 | 90 | 5 | 4
COc1ccc(-c2cc(-c3ccccc3O)[nH]n2)cc1OC | 4 | 98 | 11 | 107 | 108 | 128 | 10 | 6
O=C(O)c1n[nH]c2c1CC(C1CCCCC1)CC2 (stereo not given) | -7 | 100 | -1 | 89 | 124 | 119 | 0 | -14
CCOc1ccccc1NC(=O)N1CCC(NC(=O)c2ccccc2C)CC1 | 65 | 106 | 6 | 104 | 88 | 101 | 1 | 5
NS(=O)(=O)c1ccc(NC(=O)CCc2ccccc2)cc1 | 20 | 105 | -1 | 107 | 114 | 106 | 0 | -1
COc1ccc2c(c1)CCc1c(C(=O)N3CCCc4ccccc43)noc1-2 | 2 | 96 | -7 | 99 | 112 | 118 | -3 | 1
CC(C)CN1CCN(Cc2cc(F)ccc2-n2cccn2)CC1CCO (stereo not given) | 3 | 105 | -6 | 105 | 74 | 93 | 5 | 11
Cc1cc(NC(=O)CN2C(=O)C3CC=CCC3C2=O)no1 (stereo not given) | 2 | 101 | 0 | 105 | 103 | 99 | 0 | 4
CC1CC2(CCCC2)Nc2ccc(F)cc21 (stereo not given) | 4 | ? | 1 | 110[may fluoresce red and violet] | 94 | 86[may fluoresce red and violet] | 4 | 2
CC(C)Sc1nc2c(cnn2-c2ccccc2)c(=O)[nH]1 | -4 | 99 | -3 | 85 | 106 | 90 | 24 | -4
O=C(NNC(=O)c1ccc(F)cc1F)c1ccc2c(c1)OCO2 | 1 | 94 | -7 | 108 | 79 | 107 | 17 | -3
N#Cc1ccccc1OCC(=O)OCC(=O)NCc1ccc2c(c1)OCO2 | 7 | 97 | -2 | 104 | 106 | 101 | 3 | 5
COc1cccc(-c2csc(N3CCN(C(=S)Nc4ccc(Cl)cc4)CC3)n2)c1 | 5 | 93 | -14 | 96 | 108 | 92 | 7 | -8
O=C(CCCn1cc([N+](=O)[O-])cn1)N1CCCCC1 | -30 | 93 | 1 | 94 | 91 | 102 | 2 | 2
O=C(CCc1ccccc1)N=C1SC2CS(=O)(=O)CC2N1c1ccccc1 (stereo not given) | -4 | 99 | 0 | 99 | 107 | 108 | 1 | 1
N/C(Cn1cncn1)=N\OC(=O)c1ccc(Cl)cc1 | -6 | 105 | -3 | 112 | 94 | 95 | 2 | -4
Cc1ccc(CN(C)C(=O)c2ccccc2NC(=O)c2ccccc2)o1 | . | 96 | 0 | 88 | 110 | 91 | 3 | 4
CCC(Sc1nc2ccncc2[nH]1)C(=O)Nc1cc(Cl)ccc1C (stereo not given) | 5 | 100 | 1 | 100 | 112 | 102 | 3 | 0
CC1=C(C(=O)OC2CCCCC2)C(c2ccccc2Br)NC(=O)N1 (stereo not given) | -1 | 105 | 0 | 110 | 103 | 96 | -4 | 2
O=C(OCC(=O)N1CCCCC1)c1cc(S(=O)(=O)N2CCOCC2)c(Cl)cc1Cl | -4 | 97 | -4 | 91 | 107 | 87 | 0 | -1
Following part:
SMILES | JMJD2C inh | RPL19A-GFP yeast | proCasp7 act | MEP2 TOR yeast | CR mimetic SO | LAP4 TOR yeast | AHR act | proCasp3 act
Cc1ccc(S(=O)(=O)O/N=C2/CCCc3occc32)cc1 | -5 | 100 | 7 | 101 | 119 | 100 | 3 | 1
Cc1cc(C)c(NC(=O)CSc2ccc(-c3ccccn3)nn2)c(C)c1 | -19 | 93 | -7 | 82 | 90 | 77 | 4 | -1
Nc1nc(COc2ccc(Cl)cc2)cs1 | -3 | 99 | -8 | 102 | 101 | 100 | -3 | -6
CCCCn1c(=O)[nH]c(=O)c2c1nc(-c1ccccn1)n2CC | 3 | 97 | -5 | 101 | 98 | 80 | 12 | 9
Cc1ccc(CNC(=O)c2cc3c(C)nc4ccccc4c3o2)cc1 | -2 | 101 | 8 | 99 | 94 | 103 | 2 | 3
Cn1c(C(=O)NCCCN2CCc3ccccc3C2)cc2c(=O)n(C)c3ccccc3c21 | -1 | 98 | 2 | 101 | 102 | 103 | 18 | 2

Reprinted at random: 3 compounds from above, in no set order.
SMILES | JMJD2C inh | RPL19A-GFP yeast | proCasp7 act | MEP2 TOR yeast | CR mimetic SO | LAP4 TOR yeast | AHR act | proCasp3 act
Cc1cccc(NC(=O)c2nc[nH]c2C(=O)N2CCN(c3ccccc3)CC2)c1 | . | 96 | 6 | 101 | 99 | 128 | 5 | -4
O=C1/C(=C/c2ccncc2)CCc2ccccc21 | -19 | 93 | 4 | 91 | 97 | 108 | 3 | 11
Cc1cc(NC(=O)CN2C(=O)C3CC=CCC3C2=O)no1 (stereo not given) | 2 | 101 | 0 | 105 | 103 | 99 | 0 | 4

High-throughput results (PubChem BioAssay)
